Bioassay records from PubChem.
CHT block: inhibits the human high affinity choline transporter; CHT-expressing cells, membrane potential dye, choline response; active compounds read low; B-score at 10 µM; actives 0.86% (n = 310,000); AID 488975;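 active means B-score over 3 SD under the library average, and starting fluorescence ratio not unusually high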;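 further: choline stimulus applied at its EC90 after an EC20 pre-addition; B-score computed on integrated fluorescence ratio after choline addition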
Target sequence (Q9GZV3 whole entry, looked up): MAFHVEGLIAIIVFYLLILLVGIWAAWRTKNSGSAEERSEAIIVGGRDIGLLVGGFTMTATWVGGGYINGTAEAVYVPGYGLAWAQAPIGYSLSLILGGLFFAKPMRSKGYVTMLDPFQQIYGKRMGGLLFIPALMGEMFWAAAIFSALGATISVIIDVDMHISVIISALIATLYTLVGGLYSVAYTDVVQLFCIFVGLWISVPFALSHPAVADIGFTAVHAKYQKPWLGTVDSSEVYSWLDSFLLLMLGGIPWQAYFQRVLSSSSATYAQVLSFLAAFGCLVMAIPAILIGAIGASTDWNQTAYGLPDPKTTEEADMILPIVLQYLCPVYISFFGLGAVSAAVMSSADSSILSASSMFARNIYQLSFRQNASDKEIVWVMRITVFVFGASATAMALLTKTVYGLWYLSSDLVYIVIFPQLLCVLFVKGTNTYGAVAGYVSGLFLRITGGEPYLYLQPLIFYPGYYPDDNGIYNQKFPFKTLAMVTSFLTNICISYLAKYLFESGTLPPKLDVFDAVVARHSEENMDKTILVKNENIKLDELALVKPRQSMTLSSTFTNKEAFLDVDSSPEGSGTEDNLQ
CHT allo act: allosterically activates the human high affinity choline transporter; Q9GZV3; CHT-expressing cells, membrane potential dye, choline EC20; active compounds read high; LV-AA mutant CHT in HEK293 cells; B-score at 10 µM; actives 0.49% (n = 310,000); AID 488977;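 active means initial fluorescence not abnormally high and integrated response B-score, plate-corrected, over 3 SD above library mean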
Calls only; i = inactive.

SMILES | CHT block | CHT allo act
CCOC(=O)c1sc2nc(C)nc(SCC(=O)NC3CCS(=O)(=O)C3)c2c1C (stereo not given) | i | i
CC(=O)Nc1nn(C)c2nc3ccc(C)cc3cc12 | i | i
CSCCCN1CCCC(CO)(Cc2ccccc2F)C1 (stereo not given) | i | i
C#CCN1N=C(c2ccc(C)cc2)CSC1=O | i | i
Cc1ccc2cc(C(c3nnnn3Cc3ccccc3)N3CCN(c4ccccc4)CC3)c(=O)[nH]c2c1 (stereo not given) | i | i
COc1ccc(CCN(C)C(=O)c2cc(=O)c3ccccc3o2)cc1OC | i | i
Cn1c(Cn2nnc3ccccc32)nnc1SCC(=O)N1c2ccccc2CCc2ccccc21 | i | i
Cn1c(=O)c2c(nc(N/N=C3\CCCc4ccccc43)n2Cc2ccc(F)cc2)n(C)c1=O | i | i
CC(C)OC(=O)c1cccnc1SCc1cc(=O)n2ccccc2n1 | i | i
CCc1cc(-c2[nH]ncc2-c2ccc3c(c2)OCO3)c(O)cc1O | i | i
CCOc1ccc(NC(=O)CSc2nc(C)cc(C)n2)cc1 | i | i
COc1ccc(C/C(C)=N/NC(=S)Nc2ccc(C(C)C)cc2)cc1 | i | i
O=C(CCNC(=O)Cn1ccc2ccccc2c1=O)NCCN1CCN(c2ccccc2F)CC1 | i | i
CCCCN(CC)C(=O)C1CCCN(S(=O)(=O)c2cccc3nsnc23)C1 (stereo not given) | i | i
CCOC(=O)c1sc(NC(=O)CN(CC(C)C)CC(C)C)c(C(=O)OCC)c1C | i | i
O=C(Nc1nc2ccccc2s1)c1cc(-c2ccccc2)nn1-c1ccccc1 | i | i
CCNc1nc(NCC)nc(Oc2ccc(C(=O)OC)cc2)n1 | i | i
COc1ccc(C(C[N+](=O)[O-])c2c(C)cc3ccccn23)c(OC)c1 (stereo not given) | i | i
NC(=O)N/N=C1\c2ccccc2-c2c(C(N)=O)cccc21 | i | i
Cc1cc(C)c(S(=O)(=O)Nc2cccc(/C=C/C(=O)O)c2)c(C)c1 | i | i
COc1cccc(C2Oc3ccccc3C3CC(c4cccs4)=NN32)c1 (stereo not given) | i | i
O=C(NC1CCCC1)C(c1ccccc1)N(Cc1cccnc1)C(=O)Cc1cccs1 (stereo not given) | i | i
COC(=O)NCC(C)OC(=O)Nc1ccc(Cl)cc1 (stereo not given) | i | i
COC(=O)c1ccc(COc2ccc(/C=N/Nc3cccc(C(=O)O)c3)cc2)cc1 | i | i
O=C(Oc1ccccc1)N1CCN(C(=O)c2ccco2)CC1 | i | i
Cn1c(NC(=O)c2cccc(Cn3cc(Cl)cn3)c2)nc2ccccc21 | i | i
O=C(CSc1nnc(-c2cccs2)n1-c1ccccc1)Nc1ccccc1 | i | i
COC(=O)c1sc(-c2ccc(Cl)cc2)cc1N | i | i
Cc1ccc(NC(=O)CSc2nccc(=O)[nH]2)c(S(=O)(=O)N2CCOCC2)c1 | i | i
CN1C(=O)N(C)C(c2ccccc2Cl)C2=C1CC(C)(C)CC2=O (stereo not given) | i | i
CC(CCc1ccccc1)NC(=O)C(=O)NCCO (stereo not given) | i | i
CCOC(=O)C(NC(=O)CC)(Nc1ccc(S(N)(=O)=O)cc1)C(F)(F)F (stereo not given) | i | i
COc1cccc(C(=O)NNC(=O)CCC(=O)O)c1 | i | i
CCc1nnc(NC(=O)CSc2nnc(C(C)NC(=O)c3ccccc3F)n2C)s1 (stereo not given) | i | i
O=C(CN1CCCCC1)Nc1nc(-c2ccc(F)c(F)c2)cs1 | i | i
Cc1c(N(C)C(=O)COc2ccc3ccccc3c2)c(=O)n(-c2ccccc2)n1C | i | i
COc1cc(CN2CCNC(=O)C2CC(=O)O)cc(OC)c1 (stereo not given) | i | i
COc1ccccc1-n1c(SCC(=O)N2CCCCC2)nc(O)c(Cc2ccccc2)c1=O | i | i
COc1ccc(-c2nnc3ccc(SCc4ccccc4)nn23)cc1 | i | i
Cc1cccc(C)c1N1C(=O)C(Cl)=C(N2CCCC2)C1=O | i | i
O=C(Oc1ccc2[nH]cc(CCN3C(=O)c4ccccc4C3=O)c2c1)c1ccco1 | i | i
COC(=O)CC1C(=O)NCCN1C(=O)CSc1nnc(Nc2ccc(C)cc2)s1 (stereo not given) | i | i
Cc1ccc(NC(=O)N2CCCC2C(=O)NCc2ccccc2Cl)cc1 (stereo not given) | i | i
Cc1ccc(NC(=O)COC(=O)/C(=C/c2cccs2)c2cccs2)cc1S(=O)(=O)N(C)C | i | i
COc1ccccc1N1CCN(C(=O)CSc2nnc3c4ccccc4n(CC(=O)O)c3n2)CC1 | i | i
COc1ccc(C(=O)Nc2c(-c3ccccc3)nc3ccccn23)c(OC)c1 | i | i
O=C(COC(=O)Cc1ccc(F)cc1)NC(=O)c1ccccc1 | i | i
Cc1nn(C)c(N)c1-c1ccccc1 | i | i
Cc1cnnc2c1-c1nonc1CC2 | i | i
CCN(CC)S(=O)(=O)c1cccc(C(=O)N[C@H](C(=O)O)C(C)C)c1 | i | i
Additional structures:
SMILES | CHT block | CHT allo act
O=C(N1CCN(c2ccccc2)CC1)C(F)(F)C(F)F | i | i
O=C(NNC(=O)c1ccccc1Cl)c1ccco1 | i | i
CCCCNC(=O)C1CCCN1S(=O)(=O)c1cccc2nsnc12 (stereo not given) | i | i
CCN1CCN(c2c(C(=O)c3ccc(OC)cc3)cnc3ccccc23)CC1 | i | i
CC1(C)CC(C)(O)P(=O)(c2ccccc2)O1 (stereo not given) | i | i
C/C(=N\O)C1CC(CC(=O)O)C1(C)C (stereo not given) | i | i
CSC(=O)NC12CC3CC(CC(C)(C3)C1)C2 | i | i
Cc1ccc(Nc2ccccc2)cc1 | i | i
CCN(CC)CCCN(Cc1cc2cc3c(cc2[nH]c1=O)OCO3)C(=S)NCCCOC | i | i
CSc1ccccc1C(=O)N1CCOCC1 | i | i
CC1CCCCC1NC(=O)C1CCC(CNS(=O)(=O)c2ccc(F)cc2)CC1 (stereo not given) | i | i
COc1ccc(CN2CCC(n3nccc3NC(=O)C3CC3)CC2)cc1O | i | i
Cn1c(=O)cc(SCC(=O)NCC2COc3ccccc3O2)c2ccccc21 (stereo not given) | i | i
CSCC[C@H](NC(=O)N1C[C@H]2C[C@@H](C1)c1cccc(=O)n1C2)C(=O)Nc1ccc(NC(C)=O)cc1 | i | i
CC(c1nnc(SCC(=O)N2CCc3ccccc32)n1-c1ccc(Cl)cc1)N(C)C (stereo not given) | i | i
CC(C)C(=O)NCCn1ccc2ccccc21 | i | i
CN(C)c1ccc(C(=S)N2CCCCCC2)cc1 | i | i
O=[N+]([O-])c1cccnc1Sc1n[nH]c(-c2ccc(Cl)cc2)n1 | i | i
C=Cc1c(C)c2cc3[nH]c(cc4nc(cc5nc(cc1[nH]2)C(C)=C5CCC(=O)O)C(CCC(=O)O)=C4C)c(C)c3C=C | i | i
COc1ccc(C(c2nnnn2C(C)(C)C)N2CCN(C(=O)c3ccco3)CC2)cc1 (stereo not given) | i | i
O=C(NCc1nc2ccccc2[nH]1)C1=C[C@@H](C2CC2)C[C@@H](OCc2ccc(CO)cc2)O1 | i | i
O=S(=O)(c1ccc(Cl)c(C(F)(F)F)c1)N1CCN(c2ccccn2)CC1 | i | i
CC(C)Nc1ncnc2ccc(Br)cc12 | i | i
CC(=O)c1ccc(-n2c(CCC(=O)O)ccc2-c2cccs2)cc1 | i | i
COc1cc2c3nnc(-c4ccc(F)cc4)c-3cn(Cc3ccccc3)c2cc1OC | i | i
CC(C)CN1C(=O)NC2(CCCc3ccccc32)C1=O (stereo not given) | i | i
COc1ccc(Cl)cc1NC(=O)[C@@H]1CCCN1C(=O)c1cccs1 | i | i
Cn1c(CN2CCOCC2)nnc1SCC(=O)Nc1ccc2c(c1)OCCO2 | i | i
CCCCCN(C(=O)CN1CCC(Cc2ccccc2)CC1)c1c(N)n(CCCC)c(=O)[nH]c1=O | i | i
CCOC(=O)CSc1nnc(Cc2ccccc2)n1-c1ccc(C)cc1 | i | i
O=C(CSc1ccc2nnc(-c3cccc(F)c3)n2n1)NCc1ccco1 | i | i
c1ccc2c(c1)CCCN2c1nc2ccccc2n2cnnc12 | i | i
CC1CCC(NC(=O)C2CC(=O)N(c3ccc4c(c3)OCCO4)C2)CC1 (stereo not given) | i | i
O=C(NNc1nc2cc3c(cc2s1)OCCO3)c1ccccc1 | i | i
Nc1nonc1-n1nnc(C(=O)N/N=C/c2cccs2)c1-c1ccc2c(c1)OCO2 | i | i
O=C(O)CC(NC(=O)C1c2ccccc2Oc2ccccc21)c1ccc(Cl)cc1 (stereo not given) | i | i
COc1ccc(CCN2CC(C(=O)OCC(=O)Nc3c(C)nn(-c4ccccc4)c3C)CC2=O)cc1OC (stereo not given) | i | i
CCC(C)N1CCCC1C(=O)Nc1c(C)cc(C)cc1C (stereo not given) | i | i
COc1ccc(CNC(=O)c2ccc(SC)cc2OC)cc1 | i | i
Cc1cc(=O)oc2cc(OCC(=O)NCCCN3CCOCC3)ccc12 | i | i
Cc1nn(C)cc1/C=C/C(=O)c1cccs1 | i | i
CCOC(=O)[C@H]1[C@H]2COc3ccc(OC)cc3[C@@H]2N2C(=O)c3ccc(F)cc3NC(=O)[C@@]12C | i | i
O=c1oc2c(CN3CCOCC3)c(O)c(Cl)cc2c2c1CCCC2 | i | i
O=C(Nc1ccc(Br)cc1)c1csc(-c2ccncc2)n1 | i | i
COc1cccc(C(=O)NCCN2CCOCC2)c1 | i | i
CCOc1cc(C2NN=C(c3ccccc3)S2)ccc1OCc1ccccc1Cl (stereo not given) | i | i
CCOc1ccc(S(=O)(=O)N2CCN(c3ccccc3)CC2)c2cccnc12 | i | i
COCCn1nnnc1CN1CCC(C)CC1 | i | i
O=C(NC1CC1)c1cccc(Oc2ccccc2)c1 | i | i
COc1ccc(C)cc1NC(=O)CNCc1cccs1 | i | i
Going on with the list:
SMILES | CHT block | CHT allo act
O=c1cc(COn2nnc3ccc(C(F)(F)F)cc32)nc2sccn12 | i | i
CC(OC(=O)c1ccccc1N1C(=O)C2C3CCC(C3)C2C1=O)C(=O)c1ccccc1 (stereo not given) | i | i
Cc1ccc(C)c(N2CCN(C(=O)CCC(=O)N3CCOc4ccc(Cl)cc43)CC2)c1 | i | i
C[C@H](NC(=O)c1nc[nH]c1C(=O)N1CCN(C(=O)OC(C)(C)C)CC1)C(=O)OCc1ccccc1 | i | i
Cc1ccc(CCCOC(=O)C[N+]2(C)CCCCC2)cc1 | i | i
C/C(CC(=O)N1CCN(C=O)CC1)=N\NC(=O)c1ccc(Cl)cc1 | i | i
CCn1c(SCC(=O)NCc2ccc3c(c2)OCO3)nnc1-c1cccs1 | i | i
CCC1(C)Cc2c(C#N)c(N)n(-c3ccccc3)c(=S)c2CO1 (stereo not given) | i | i
COc1ccccc1CNC(=O)C(C)NS(=O)(=O)c1ccccc1 (stereo not given) | i | i
COC(=O)c1ccc(N=NN2CCCCCC2)cc1 | i | i
CCCC(=O)N(c1ccc2oc(C)c(C(C)=O)c2c1)S(=O)(=O)c1ccc(C)c([N+](=O)[O-])c1 | i | i
CC(C)C(=O)NCC(c1ccc2c(c1)OCO2)N1CCOCC1 (stereo not given) | i | i
Cc1cccn2c(=O)c3cc(C(=O)NCC4CCCO4)c(=N)n(C4CCCCC4)c3nc12 (stereo not given) | i | i
O=C(CN1CCCC1)Nc1ccccc1Cl | i | i
CCCN1C(=O)c2cccc3c(N4CCCCC4)ccc(c23)C1=O | i | i
Brc1ccc(-c2nnc3sc(CN4CCN(c5ccccc5)CC4)cn23)cc1 | i | i
O=C(O)C1CCC(Cn2c(SCc3cc(=O)n4ccccc4n3)nc3ccsc3c2=O)CC1 (stereo not given) | i | i
COCC(C)NC(=O)c1noc2c1CCc1cc(OC)ccc1-2 (stereo not given) | i | i
O=C(Nc1ccc(OC(F)(F)F)cc1)c1ccc(-n2cncn2)nc1 | i | i
Nc1nc(CSc2ccccn2)nc(Nc2ccccc2)n1 | i | i
Cc1cc(N)n2ncc(-c3ccc(Cl)cc3)c2n1 | i | i
S=c1[nH]nc(-c2ccccc2)n1/N=C/c1cccc(Br)c1 | i | i
CCc1ccc(OCC(=O)Nc2ccc(-c3cc4ccccc4oc3=O)c(OC)c2)cc1 | i | i
CCSc1ncc(Cl)c(C(=O)Nc2cc(C)ccc2C)n1 | i | i

Entries above that have fluorine, in the order listed:
SMILES | CHT block | CHT allo act
CSCCCN1CCCC(CO)(Cc2ccccc2F)C1 (stereo not given) | i | i
Cn1c(=O)c2c(nc(N/N=C3\CCCc4ccccc43)n2Cc2ccc(F)cc2)n(C)c1=O | i | i
O=C(CCNC(=O)Cn1ccc2ccccc2c1=O)NCCN1CCN(c2ccccc2F)CC1 | i | i
CCOC(=O)C(NC(=O)CC)(Nc1ccc(S(N)(=O)=O)cc1)C(F)(F)F (stereo not given) | i | i
CCc1nnc(NC(=O)CSc2nnc(C(C)NC(=O)c3ccccc3F)n2C)s1 (stereo not given) | i | i
O=C(CN1CCCCC1)Nc1nc(-c2ccc(F)c(F)c2)cs1 | i | i
O=C(COC(=O)Cc1ccc(F)cc1)NC(=O)c1ccccc1 | i | i
O=C(N1CCN(c2ccccc2)CC1)C(F)(F)C(F)F | i | i
CC1CCCCC1NC(=O)C1CCC(CNS(=O)(=O)c2ccc(F)cc2)CC1 (stereo not given) | i | i
O=S(=O)(c1ccc(Cl)c(C(F)(F)F)c1)N1CCN(c2ccccn2)CC1 | i | i
COc1cc2c3nnc(-c4ccc(F)cc4)c-3cn(Cc3ccccc3)c2cc1OC | i | i
O=C(CSc1ccc2nnc(-c3cccc(F)c3)n2n1)NCc1ccco1 | i | i
CCOC(=O)[C@H]1[C@H]2COc3ccc(OC)cc3[C@@H]2N2C(=O)c3ccc(F)cc3NC(=O)[C@@]12C | i | i
O=c1cc(COn2nnc3ccc(C(F)(F)F)cc32)nc2sccn12 | i | i
O=C(Nc1ccc(OC(F)(F)F)cc1)c1ccc(-n2cncn2)nc1 | i | i
